Source: PubChem BioAssay
ARFGAP1 inh: inhibitors of rat ARFGAP1 GAP activity, primary screen, biochemical, fluorescence polarization, GDP tracer; inhibition, % at 16.5 µM; AID 651572, 2012; ADP-ribosylation factor GTPase-activating protein 1 (Rattus norvegicus), Q62848; hit rate 0.26% among 360,000; Arfgap1-stimulated ARF1 GTP hydrolysis, GDP FP detection;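 active = inhibition above a per-plate limit, mean inhibition of low control wells plus 3 SD, cut at about 25% in these data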;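 note: 0% = DMSO wells with enzyme and 100% = wells lacking Arfgap1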
Target sequence (Q62848 1-136 limits assumed): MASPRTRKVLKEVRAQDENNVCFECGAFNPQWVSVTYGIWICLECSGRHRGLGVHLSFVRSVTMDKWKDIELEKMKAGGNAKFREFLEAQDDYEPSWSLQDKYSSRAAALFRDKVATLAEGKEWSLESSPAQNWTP
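material = rat Arfgap1 catalytic domain, aa 1-136 | also added = human ARF1(Δ1-17)-GTP substrate | compound dosing = one concentration, 16.5 µM, DMSO 1.26% | times = GTP hydrolysis reaction 2 h at 25 °C | measured by = FP, GDP Alexa 633 tracer displaced from anti-GDP antibody, 620/688 nm | evaluation = percent inhibition of Arfgap1-stimulated GTP hydrolysis | replication = single well per compound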
UHRF1 binding: UHRF1 methylated DNA binding inhibitors, primary screen, counter-screen for MBD2 inhibitor project, biochemical, TR-FRET, human UHRF1, single concentration | E3 ubiquitin-protein ligase UHRF1 (Homo sapiens), Q96T88 | UHRF1 binding to methylated oligo | inhibition, % at 4.4 µM | hit rate 0.75% among 370,000 | AID 687016, 2013; in the data active = inhibition above about 21%;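 note: UHRF1 SRA domain binding a hemimethylated CpG hairpin DNA probe; 0% = median of test compound wells and 100% = reference inhibitor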
proKLK7 act: proKLK7 zymogen activators, primary screen, biochemical, fluorescence intensity | Kallikrein-7 (Homo sapiens), P49862 | purified proKLK7, EDANS-DABCYL substrate fluorescence; 100% is mature enzyme control, 0% vehicle | activation, % at 7 µM | hit rate 0.9% among 370,000;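 active = activation above the mean of all tested compounds plus 3 SD, computed per campaign excluding outliers beyond control limits, cut at about 13% in these data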
Target sequence (P49862 whole entry, looked up): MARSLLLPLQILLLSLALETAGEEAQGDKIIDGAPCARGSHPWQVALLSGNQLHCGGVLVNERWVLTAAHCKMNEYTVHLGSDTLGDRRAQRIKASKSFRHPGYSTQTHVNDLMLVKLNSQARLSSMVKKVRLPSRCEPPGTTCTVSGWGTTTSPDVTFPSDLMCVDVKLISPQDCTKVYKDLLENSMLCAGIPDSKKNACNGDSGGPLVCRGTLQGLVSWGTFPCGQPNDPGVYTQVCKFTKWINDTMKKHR
PLC-beta3 inh: human PLC-beta3 inhibitors, primary screen, biochemical, fluorescence; inhibition, % at 12.2 µM; Purified PLC-beta3, fluorogenic substrate; 1-phosphatidylinositol 4,5-bisphosphate phosphodiesterase beta-3 (Homo sapiens), Q01970; hit rate 0.18% among 370,000; in the data active = inhibition above about 11%;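 note: 0% = median of compound wells on plate and 100% = full blocker control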
HGIII-sPLA2 inh: human group III sPLA2 inhibitors, primary screen, biochemical, QFRET, BODIPY PC-A2 liposome substrate. AID 743126, 2013. hit rate 0.56% among 370,000. inhibition, % at 12.2 µM. Group 3 secretory phospholipase A2 (Homo sapiens), Q9NZ20. QFRET BODIPY PC-A2 liposome hydrolysis, fluorescence;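 active = inhibition above mean plus 3 SD of compounds lying within the high and low control bounds, cut at about 19% in these data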;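 note: 0% = median of test compound wells and 100% = no enzyme DMSO wells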
PLCg1 inh: PLC-gamma1 enzyme inhibitors, primary screen, biochemical, fluorescence, purified enzyme. 1-phosphatidylinositol 4,5-bisphosphate phosphodiesterase gamma-1 (Homo sapiens), P19174. fluorogenic substrate. inhibition, % at 12.2 µM. hit rate 0.84% among 370,000; in the data active = inhibition above about 9.5%
DDE Tn6 FP inh: inhibitors of Tn6 peptide binding to fibrin DD(E), primary screen, biochemical, fluorescence polarization, human fibrin, Tn6 probe; Fibrinogen beta chain (Homo sapiens), P02675; Fibrin DD(E) TRITC-Tn6 fluorescence polarization displacement; inhibition, % at 8.3 µM; hit rate 0.21% among 370,000; AID 720509, 2013;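 active = inhibition above a per-campaign cutoff: mean of compounds within control limits plus 3 SD, cut at about 15% in these data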;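 note: 0% = median of all compound wells on the plate and 100% = blocking peptide control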
DDE Tn7 FP inh: inhibitors of Tn7 peptide binding to fibrin DD(E), primary screen, biochemical, fluorescence polarization, human fibrin, Tn7 probe; Fibrinogen beta chain (Homo sapiens), P02675; FP displacement of FITC-Tn7 peptide from fibrin DD(E); 0% = median of compound wells per plate; inhibition, % at 8.3 µM; hit rate 0.13% among 370,000; AID 720508, 2013;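 active = inhibition above the mean of compounds falling within the control limits plus 3 SD of them, cut at about 14% in these data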;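 note: 0% = plate median of compound wells and 100% = 10 µM Aha-Tn7 peptide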
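System: human fibrin DD(E); quantity: Fibrin-DD(E) at 2 µM final; also added: fluorescent Tn7 probe at 0.1 µM; compound dosing: single nominal test concentration of 8.3 µM per compound; schedule: 10 min preincubation, 3 h with tracer, room temperature; detection: fluorescence polarization of the labelled Tn7 tracer; repeats: one replicate per compound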
Rev-erbA mod: modulators of Rev-erb alpha DNA binding, primary screen, biochemical, FITC-DNA, fluorescence polarization, uHTS; Nuclear receptor subfamily 1 group D member 1 (Homo sapiens), P20393; Rev-erbα–FITC-DNA binding, 90 min; activity, % at 10 µM; hit rate 0.79% among 370,000; AID 1259318, 2017;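 active = activity above about 14%, limit read from the data; passing the limit was not always enough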;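 note: 0% = DMSO wells with 35 nM protein and 100% = DMSO wells with 750 nM protein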
ASAP1 GAP inh: inhibitors of human ASAP1 ArfGAP activity, primary screen, biochemical, fluorescence polarization; Arf-GAP with SH3 domain, ANK repeat and PH domain-containing protein 1 (Homo sapiens), …; ASAP1-stimulated ARF1 GTP hydrolysis, GDP FP detection; inhibition, % at 16.5 µM; hit rate 0.19% among 360,000; in the data active = inhibition above about 25%;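 note: 0% = vehicle with enzyme and substrate and 100% = no enzyme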
Target sequence (Q9ULH1 325-724 limits assumed): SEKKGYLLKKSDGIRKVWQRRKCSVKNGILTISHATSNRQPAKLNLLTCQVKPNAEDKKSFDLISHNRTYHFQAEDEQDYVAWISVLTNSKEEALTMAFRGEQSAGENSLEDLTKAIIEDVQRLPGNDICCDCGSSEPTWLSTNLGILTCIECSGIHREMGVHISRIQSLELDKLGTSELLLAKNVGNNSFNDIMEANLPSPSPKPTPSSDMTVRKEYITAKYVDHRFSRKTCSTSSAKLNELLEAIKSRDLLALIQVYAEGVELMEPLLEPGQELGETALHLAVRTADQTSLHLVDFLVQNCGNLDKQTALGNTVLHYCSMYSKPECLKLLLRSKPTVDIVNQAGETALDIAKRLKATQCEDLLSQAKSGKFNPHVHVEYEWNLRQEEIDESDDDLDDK
Starred values were filed as active, the others as inactive; . = not tested or not shown.

SMILES	ARFGAP1 inh	UHRF1 binding	proKLK7 act	PLC-beta3 inh	HGIII-sPLA2 inh	PLCg1 inh	DDE Tn6 FP inh	DDE Tn7 FP inh	Rev-erbA mod	ASAP1 GAP inh
Cc1cc(NS(=O)(=O)c2ccc(NC(=O)CSc3nnc(-c4ccco4)n3-c3ccc(Cl)cc3)cc2)nc(C)n1	.	2	0.2	-4	-32	-2	-5	-1	0	.
N#CCC[C@H]1CC[C@]2(CCCN(Cc3ccc(Cl)cc3)C2)O1	.	4	0.4	-2	6	-3	0	3	6	.
CC(Cn1cnc2ccccc21)C(=O)O (centres undefined)	-1	4	0.1	2	0	4	1	-4	5	-6
CC(=O)Nc1nc(C2CC2)cc(-c2ccccc2)c1C#N	-3	-1	0.4	-2	8	0	-1	7	0	3
Cc1ccc(/C=C2\SC(=S)N(CCC(=O)NNC(=O)c3ccc(O)cc3)C2=O)cc1	2	1	-0.4	-9	-9	-1	5	3	0	-15
CS(=O)(=O)N(Cc1nc(-c2ccc(F)cc2)no1)c1ccccc1Cl	8	3	0.1	6	-9	1	3	-7	1	14
Cc1cc(Cl)ccc1NC(=S)NCc1cccs1	2	1	-0.1	0	4	1	14	-3	-2	-7
C[C@H]1COc2cc(Br)ccc2S(=O)(=O)N1Cc1cn(CCC2OCCO2)nn1	.	2	0.4	-1	9	1	0	0	2	.
O=C(c1cc(COc2ccc(F)cc2F)on1)N1CC2C[C@@H]3CC1C[C@H](C2)C3	9	0	0.1	-10	12	-3	7	4	-3	2
Cc1ccc(CNc2oc(-c3ccco3)nc2S(=O)(=O)c2ccccc2)cc1	-1	-1	-1.0	-18	-8	-15	-2	9	-4	2
CCCCc1cc(=O)oc2cc(C)cc(OCC(=O)Nc3ccccn3)c12	9	8	0.2	-159	1	-87	6	-2	20	0
O=C(/C=C/c1ccc([N+](=O)[O-])cc1)NCCSCc1ccco1	4	0	0.6	-1	1	2	-3	2	-2	2
Cc1nc(-c2ccccc2)sc1C1(C)CC(c2c(Cl)cccc2Cl)=NO1 (centres undefined)	9	0	-3.1	-3	-15	-3	-4	1	4	1
Cc1cc(=S)c2ccccc2[nH]1	2	0	-0.4	-8	-9	-1	8	-2	2	10
CCOC(=O)CSc1nc(N)c(C#N)c(-c2ccc(OCC)cc2)c1C#N	7	0	13*	-29	-5	-20	-2	-3	56*	7
Cc1nn2c(C)c(C(=O)Nc3ccccc3)cnc2c1C#N	0	6	0.3	-13	0	-13	-5	-4	-3	3
CCCOc1ccc(C(=O)NNC(=S)NC(=O)c2cccs2)cc1	3	-1	-0.2	-15	32*	-2	1	10	-5	-11
CCN(CC)CCN1CNC(=S)NC1	6	3	0.7	4	2	3	2	-9	-2	5
CCOC(=O)[C@]12CCC=C1N(Cc1cccc3ccccc13)C(=O)[C@H](CC(=O)NCc1cccc(C(F)(F)F)c1)C2	4	16	-0.3	1	-21	0	-7	0	-2	2
Cc1cc2nc3ccc(N(C)C)cc3nc2cc1N	-3	2	6.6	-29	-1	-21	33*	3	-40	-1
CCOC(=O)N1CCN(C(=O)CN(c2ccc(C)c(C)c2)S(=O)(=O)c2ccccc2)CC1	-8	3	0.7	0	-10	-1	-3	3	-1	-5
NC(=O)c1nsc(C(=O)N(CCc2ccccc2)C(C(=O)NC2CCCC2)c2ccco2)c1N (centres undefined)	4	1	-0.8	-17	6	-18	5	3	.	-1
OCC1(Cc2ccccc2)CCN(Cc2cccc(F)c2F)CC1	-15	-1	-0.7	-7	-6	1	0	-5	1	-6
CCOC(=O)c1nn(-c2ccc(OCC)cc2)c2nc(-c3cccc(OC)c3)c(C#N)c(=O)n12	6	1	-10	-53	0	-59	3	-1	2	-1
COCOCCn1cc(CN2CCS(=O)(=O)N(Cc3ccc(-c4ccc(Cl)c(Cl)c4)cc3)C(C(C)C)C2=O)nn1 (centres undefined)	7	1	0.0	-1	-53	-4	6	10	1	-6
Next part:
SMILES	ARFGAP1 inh	UHRF1 binding	proKLK7 act	PLC-beta3 inh	HGIII-sPLA2 inh	PLCg1 inh	DDE Tn6 FP inh	DDE Tn7 FP inh	Rev-erbA mod	ASAP1 GAP inh
CCC(C(=O)NCc1ccco1)N(C(=O)CNS(=O)(=O)c1ccccc1)c1ccc(OC)cc1 (centres undefined)	2	-1	-0.2	-1	-1	1	5	3	-2	2
NC(Cc1ccc(Cl)cc1)c1csc(NC(=O)NCCc2ccccc2)n1 (centres undefined)	2	1	-0.5	1	12	5	-3	-3	-3	5
O=C(N/N=C/c1cccc(Br)c1)C1CC(=O)N(c2ccccc2)C1 (centres undefined)	0	-4	-0.2	-5	-1	0	2	6	-3	-3
Cc1ccccc1N1CC(C(=O)Nc2nnc(SCCN3CCOCC3)s2)CC1=O (centres undefined)	-3	2	-1.5	-7	-4	-2	-11	3	1	-1
O=c1[nH]c(/C=C2\C=Nc3ccccc32)c(O)n1Cc1ccccc1F	25*	-2	0.0	-16	-8	-7	0	-6	-2	16
CCN(CC)S(=O)(=O)c1csc(C(=O)NCc2ccccc2)c1	-2	2	-0.1	2	0	0	4	-9	1	4
COc1cccc(N2CC(=O)N(NC(=O)CSc3nc(C)cc(C)c3C#N)CC2=O)c1	7	-2	71*	-271	5	-145	6	-2	-3	-4
CCOC(=O)N1CCN(C(=O)COc2cccc3c2CCN(CC)C3=O)CC1	6	0	-0.3	-7	4	-5	-5	3	-1	-6
NS(=O)(=O)c1ccc(NC(=O)/C=C/c2cccc(Cl)c2)cc1	-8	1	0.7	-6	-25	6	-4	0	-5	7
c1ccc(-c2csc(Nc3cccnc3)n2)nc1	1	-3	-0.5	-5	1	-4	-3	-9	-7	-14
COC(=O)C[C@@H]1CC[C@H]2[C@@H](COc3ccc(NC(=O)NC(C)C)cc3C(=O)N2C)O1	.	-3	-0.2	1	10	2	1	0	2	.
COc1ccccc1CNC(=O)[C@H](C)NC(=O)C1CCN(C(=O)[C@@H](N)C(C)C)CC1	12	0	0.4	5	4	4	-14	-11	6	5
CCCN1C(=O)c2ccc(C(=O)Nc3cc(C)on3)cc2C1=O	-4	8	0.5	9	-1	3	-9	-1	2	-44
CC1=CC(C)(C)N2C(=O)C3(C(C#N)=C(N)Oc4cc(C)oc(=O)c43)c3cc(C)cc1c32 (centres undefined)	1	0	0.6	0	-3	-1	2	3	-2	8
CCN(Cc1nc2cc(OC)c(OC)cc2c(=O)[nH]1)C(=O)c1ccc(S(=O)(=O)N(C)C)cc1	6	3	0.1	2	3	1	-3	1	-6	3
COCCCN1C(=O)C(=O)/C(=C(/O)c2ccc3c(c2)CC(C)O3)C1c1cccnc1 (centres undefined)	16	-6	-0.4	-1	-1	-1	-5	4	2	-14
Cc1cc(CSc2ccccc2)ccc1NC(=O)c1ccc(Cl)c([N+](=O)[O-])c1	6	-1	0.2	4	-1	0	0	-5	-1	-1
Cc1ccc(C)c(-c2csc(NC(=O)c3cnccn3)n2)c1	11	-1	-0.1	3	4	1	-1	0	-3	-3
CC1(C)OC(=O)C(=NNc2ccc(O)cc2)C(=O)O1	6	-6	-0.3	-1	6	1	-1	-1	8	4
COc1cccc(C(=O)OCC(=O)NC(C)CCc2ccccc2)c1O (centres undefined)	-1	2	1.3	-11	-4	-1	3	2	-1	9
NC(=O)c1cccc([N+](=O)[O-])c1	-4	1	0.5	3	-2	0	0	1	2	9
Cc1cc(Cl)c(S(=O)(=O)Nc2ccc3c(c2)OCO3)cc1OCC(N)=O	-2	4	0.2	3	0	6	6	-4	2	11
O=S(=O)(c1ccccc1)c1nc(-c2ccc(F)cc2)oc1NCC1CCCO1 (centres undefined)	0	7	-0.1	-9	2	-1	-1	2	-1	-1
COc1ccc2c(c1)CCc1c(C(=O)NCC(C)C)noc1-2	6	2	-0.2	-11	8	-3	1	11	0	10
COc1ccc(Br)c(C(=O)Nn2c(C)nc3ccccc3c2=O)c1	0	1	-0.2	4	-1	5	0	4	-5	4
(more compounds)
SMILES	ARFGAP1 inh	UHRF1 binding	proKLK7 act	PLC-beta3 inh	HGIII-sPLA2 inh	PLCg1 inh	DDE Tn6 FP inh	DDE Tn7 FP inh	Rev-erbA mod	ASAP1 GAP inh
CC(c1nccs1)N(C)C(=O)CCc1nnc(CCc2ccccc2)o1 (centres undefined)	-3	2	-0.1	3	9	12*	3	-4	-5	7
Cc1nc2ccc([N+](=O)[O-])cc2c(=O)n1Cc1cccc(F)c1	-3	3	0.1	-5	9	2	-3	-5	5	4
O=C(O)CN1C(=O)/C(=C\c2cccc(OCc3ccccc3)c2)SC1=S	-27	-7	0.7	-16	-42	-4	1	2	-2	8
C=CCn1c(SCC(=O)Nc2cccnc2Cl)nnc1-c1ccc(Cl)cc1	8	-1	-0.6	0	11	1	0	5	-6	8
CCOc1ccc(NC(=O)NCc2ccccn2)cc1	0	1	-0.1	-6	2	1	-2	5	-5	-6
Cc1cc(C)nc(Sc2ncnc3c2oc2ccccc23)n1	16	0	0.6	2	0	-2	-2	5	4	-6
CC(C)(C)C1CCC(=NNC(=O)CC(=O)NCc2ccccc2)CC1 (centres undefined)	10	-6	-1.0	-10	-23	-8	-4	-2	2	9
COc1ccc2ccccc2c1CN1CCN(c2ncc(Cc3ccccc3)cn2)CC1	3	2	0.2	-15	-1	-1	-6	-1	4	0
c1ccc(N/N=C(\Cc2ncc[nH]2)c2ccccc2)cc1	9	-2	-0.2	-51	4	-29	-5	-10	-1	-6
CCOc1ccc(CCNC(=O)CN2CCN(Cc3ccccc3F)C2=O)cc1OCC	21	0	0.3	2	0	3	3	1	0	3
COC(=O)c1c(NC(=O)CN2CCC(C(N)=O)CC2)c2c(C)cccc2n1C	-8	5	0.1	-56	6	-1	-13	-1	1	-5
